Screens: PubChem BioAssay, several laboratories
M1AAP inhibition = malaria alanyl aminopeptidase activity blockers – biochemical, fluorogenic H-Leu-NHMec substrate, 1536-well (AID 1445); recombinant M1AAP, H-Leu-NHMec fluorogenic kinetic assay; higher % means a stronger effect; one-dose inhibition, % at 30 µM; IC50 in µM for titrated hits; actives 0.42% (n = 220,000);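 active = primary inhibition above the hit cutoff, then over 50% inhibition at one or more dose response concentrations, cut at about 23% in these data, passing the limit was not always enough; inconclusive = conflicting primary data, or primary hits not chosen for dose response; inactive = low primary inhibition, or under 50% at every dose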;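 note: plate controls were DMSO full reaction for no effect and no enzyme background for full effect; strong numbers were not always called active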
Siah-1 displacement = blockers of Siah-1 interaction with plectin peptide – biochemical, fluorescence polarization, rhodamine-plectin, uHTS, primary screen (AID 1817) | Siah-1 / rhodamine-plectin peptide fluorescence polarization; higher % means a stronger effect | displacement, % at 20 µM; hits with a dose series show IC50 in µM | actives 0.02% (n = 290,000);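 active = displacement of at least 50% at 20 µM, with a fluorescence ratio check between 0.3 and a set limit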;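 note: plate controls were Siah plus tracer with DMSO for no effect and tracer alone without Siah for full effect; strong numbers were not always called active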
PMI inhibition = MPI inhibition at elevated mannose 6-phosphate – biochemical, fluorescence intensity, high mannose 6-phosphate, primary screen (AID 1220); actives 0.66% (n = 190,000); recombinant PMI enzyme, coupled fluorescence intensity; higher % means a stronger effect; one-dose inhibition, % at 20 µM; IC50 in µM for titrated hits
XIAP displacement = XIAP antagonists, biochemical, IAP family, fluorescence polarization (AID 1018); XIAP BIR domain, fluorescence polarization peptide displacement; higher % means a stronger effect; displacement, % at 20 µM; hits with a dose series show IC50 in µM; actives 0.007% (n = 200,000); in the data active = displacement above about 50%; note: a part of the inactive calls stands beside numbers as strong as those of hits
LYP inhibition = inhibitors of LYP phosphatase, biochemical, fluorescence intensity, uHTS (AID 1779); recombinant LYP phosphatase, fluorescence intensity; higher % means a stronger effect; one-dose inhibition, % at 11.5 µM; IC50 in µM for titrated hits; actives 0.054% (n = 290,000);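 note: plate controls were vehicle with enzyme for no effect and no enzyme for full effect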
PMI inhibitors = MPI enzyme activity inhibition – biochemical, fluorescence intensity, coupled assay, primary screen (AID 1209); inhibition, % at 20 µM, or IC50 in µM where a hit was titrated; actives 0.42% (n = 190,000); purified PMI enzyme, coupled fluorescence intensity; higher % means a stronger effect;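 note: plate controls were DMSO vehicle for no effect and wells lacking substrate for full effect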
Dynein cargo inh = blocks dynein driven cargo transport along microtubules; 3617.4 mouse cells, GR-EGFP nuclear translocation imaging; test concentration mostly 20 µM; stimulated with dexamethasone, 1 µM; stronger effect = lower value; z-score, hits read low; actives 0.47% (n = 220,000); AID 1381;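 active = plate z-score of nuclear minus cytoplasmic receptor signal below a set negative limit, without overly bright fluorescence or cell loss, cut at about -3.5 in these data, passing the limit was not always enough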;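 note: z-score of nuclear minus cytoplasmic ring GR-EGFP intensity difference per well; some compounds called inactive have numbers as strong as hits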
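medium = tetracycline-free induction medium containing charcoal-stripped FBS | probe or stimulus = dexamethasone, 1.0 µM final | timing = 48 h induction, then 1 h compound, then 30 min agonist, 37 °C | detection = automated 10x imaging of fixed Hoechst-stained cells | read-out basis = nuclear versus cytoplasmic GR-EGFP signal, averaged per well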
M17LAP inhibition = P. falciparum M17LAP inhibitors, primary screen, biochemical, fluorogenic H-Leu-NHMec substrate, 1536-well (AID 1619). recombinant M17LAP, H-Leu-NHMec fluorogenic kinetic assay; higher % means a stronger effect. inhibition, % at 30 µM, or IC50 in µM where a hit was titrated. actives 0.38% (n = 220,000);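 active = compound inhibiting the enzyme by more than half at any dose during confirmatory dose-response retesting; inconclusive = strong single-dose inhibitors picked by rank but not retested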;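 note: plate controls were full reaction with DMSO carrier for no effect and no enzyme background for full effect; strong numbers were not always called active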
AID2073 = disruptors of CaV2.2 binding to Mint1 – biochemical, HTRF (AID 2073) | HTRF protein-protein interaction, Mint1-CaV2.2; higher % means a stronger effect | one-dose inhibition, % at 20 µM; IC50 in µM for titrated hits | actives 0.19% (n = 290,000); in the data active = inhibition mostly above about 51%, no sharp cut-off; inconclusive = no clear call, values can overlap the other calls; inactive = mostly below about 53%; note: some results filed as inactive read as strong as hits
Dynein cargo inh cytoplasmic EGFP = also measured in Dynein cargo inh; calls as there; z-score; measured here: cytoplasmic GR-EGFP intensity; stronger effect = higher value
Dynein cargo inh nuclear GR-EGFP = also measured in Dynein cargo inh; calls as there; z-score; measured here: nuclear GR-EGFP intensity;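 lower value marks the stronger effect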
Dynein cargo inh cell count = further read-out of Dynein cargo inh, marked with its call; z-score; measured here: cell count per field
* = called active by the depositor; ? = inconclusive; · = not tested or not shown. Cut-off read from the data, not from the text of the source, unless noted: active = inhibition above about 50%; inactive = the rest.

SMILES	M1AAP inhibition	Siah-1 displacement	PMI inhibition	XIAP displacement	LYP inhibition	PMI inhibitors	Dynein cargo inh	Dynein cargo inh cytoplasmic EGFP	Dynein cargo inh nuclear GR-EGFP	Dynein cargo inh cell count	M17LAP inhibition	AID2073
CCCc1nc(SCC(=O)Nc2nnc(SCC)s2)c2c(=O)n(C)c(=O)n(C)c2n1	-3%	1%	1%	-7.2%	-2%	7%	0.12	0.75	0.55	-0.25	-8%	-1%
CC(=O)c1c(C)nc(-c2ccc(OCC(=O)Nc3ccc(F)cc3)cc2)n1O	5%	22%	6%	-3.2%	-6%	3%	0.73	-0.1	0.35	0.11	0%	47%
Cc1[nH]c2ccccc2c1C(=O)COC(=O)c1ccc([N+](=O)[O-])s1	-4%	-1%	19%	-4.7%	3%	-3%	0.78	-0.15	0.13	-0.29	16%	0%
CC1CN(C(=O)c2ccc(COCC(F)(F)F)o2)CC(C)O1 (stereo unspecified)	10%	0%	3%	1.7%	-2%	9%	-1	-0.25	-0.53	0.49	5%	-4%
Cc1ccc(NC(=O)CSc2nnc(CNC(=O)c3cccs3)o2)c(C)c1	7%	1%	0%	-7.5%	1%	3%	2	-0.32	1.8	-1.4	5%	1%
CCn1c2ccccc2c2cc(NC(=O)COC(=O)c3ccccc3Br)ccc21	-1%	-9%	7%	-11%	0%	16%	-0.34	-0.19	-0.25	1.1	-10%	23%
CC1CCCCN1C(=O)c1ccc(S(=O)(=O)N2CCCCC2C)cc1 (stereo unspecified)	6%	-1%	9%	-2.1%	-5%	-6%	0.84	-0.13	0.37	-0.86	22%	8%
CN(C)C(=O)N1CCC(C(=O)N2CCCC(C(=O)c3cccc4ccccc34)C2)CC1 (stereo unspecified)	0%	1%	20%	-20%	0%	19%	0.83	-0.29	0.54	-0.51	-6%	-7%
Cn1c(=O)[nH]c(=O)c2c1nc(SCCN1CCCCC1)n2CCCc1ccccc1	0%	3%	1%	-3.1%	14%	1%	-0.66	-0.14	-0.014	-0.29	-6%	-21%
Cc1cccn2c(=O)c3cc(C(=O)NCCc4ccccc4)c(=N)n(CCCn4ccnc4)c3nc12	15%	3%	4%	-8.1%	-36%	3%	0.11	-0.096	0.0056	-0.44	-85%	10%
Nc1nnc(-c2cccc([N+](=O)[O-])c2)s1	6%	2%	-3%	-5.5%	1%	8%	-0.93	-0.28	-0.65	0.89	25%	12%
CCCC1OC23CCCCC2C(C#N)(C(=N)O3)C1(C#N)C#N (stereo unspecified)	11%	4%	22%	-6.8%	-3%	2%	-1.4	1.2	-1.1	-1.5	-33%	14%
C=CCc1cc(Cl)ccc1OCCN(C)C	3%	0%	-7%	-2.5%	-5%	-2%	-0.79	-0.2	-0.51	0.64	18%	1%
COC(=O)c1sccc1NC(=S)Nc1ccc(F)cc1	1%	1%	7%	-5.1%	-7%	1%	1.8	0.17	0.92	-0.2	-2%	-13%
O=C(Nc1nccs1)C1CC(=O)N(c2ccccc2Cl)C1 (stereo unspecified)	4%	1%	2%	-1.8%	-6%	1%	0.71	-0.24	0.44	0.37	-1%	-5%

Copied from the list:
Nc1nnc(-c2cccc([N+](=O)[O-])c2)s1 | Dynein cargo inh cytoplasmic EGFP = -0.28
Cc1[nH]c2ccccc2c1C(=O)COC(=O)c1ccc([N+](=O)[O-])s1 | Dynein cargo inh cell count = -0.29

Other records follow:
SMILES	M1AAP inhibition	Siah-1 displacement	PMI inhibition	XIAP displacement	LYP inhibition	PMI inhibitors	Dynein cargo inh	Dynein cargo inh cytoplasmic EGFP	Dynein cargo inh nuclear GR-EGFP	Dynein cargo inh cell count	M17LAP inhibition	AID2073
CC(C)C(C)NC(=O)CSc1nnc(-c2c[nH]c3ccccc23)o1 (stereo unspecified)	3%	20%	-3%	-8.8%	-1%	-1%	0.41	-0.26	0.12	-0.15	-2%	-10%
CCCCNC(=O)Cn1c2c(c(-c3ccccc3Cl)cc1=O)CCC2	0%	-2%	7%	-0.7%	-4%	-3%	-0.47	-0.058	-0.15	-0.12	-3%	2%
CCOC(=O)CC(=O)CSc1ccc2nnc(-c3cccc(F)c3)n2n1	2%	2%	-5%	0.3%	-2%	-1%	-1.3	-0.34	-0.49	0.58	3%	10%
CC(C)n1c(SCC(=O)Nc2ccccc2)nc2c1c(=O)[nH]c(=O)n2C	8%	0%	·	·	-4%	·	1.1	-0.12	0.35	-0.69	5%	39%
COc1cccc(C2CC(=O)C3=C(C2)Nc2ccccc2N(C(=O)CCC(=O)O)C3c2ccc(F)cc2)c1 (stereo unspecified)	4%	17%	·	·	-3%	·	0.098	-0.26	0.48	-0.54	17%	17%
Cc1ccc(NS(=O)(=O)c2cccc(C(=O)NCC(c3cccs3)N(C)C)c2)cc1 (stereo unspecified)	2%	6%	3%	-13%	-1%	9%	0.27	-0.37	0.63	-0.11	4%	2%
CCC(=O)N/C(N)=N/c1nc2ccccc2o1	10%	5%	·	·	1%	·	0.81	-0.28	0.27	0.11	5%	-2%
O=C(/C=C/c1ccccc1)NC(=S)Nc1ncccn1	6%	1%	·	·	0%	·	1.8	-0.18	1.7	-1.6	-3%	2%
O=[N+]([O-])c1cccnc1NCc1cccs1	-4%	2%	3%	-3.8%	-3%	-2%	1.6	-0.082	1.3	-1.9	-2%	?
Cc1cc(C)c2c(-n3cccc3)c(NC(=O)OC(C)C)sc2n1	12%	0%	-1%	-2.2%	2%	4%	-0.63	-0.22	-0.45	0.69	11%	-5%
CC(C)(C)n1nc2c(c1NC(=O)c1ccc(Br)cc1)CS(=O)C2 (stereo unspecified)	6%	-4%	-9%	-1.1%	-1%	-5%	-0.42	-0.31	-0.08	1.1	-2%	-12%
CCC(C)C(NS(=O)(=O)c1ccc(C)cc1)C(=O)O (stereo unspecified)	7%	11%	-12%	-3.6%	-6%	-14%	0.2	-0.32	0.28	0.11	-1%	-9%
CCOC(=O)c1ccc(N2C(=O)C3CC=CCC3C2=O)cc1 (stereo unspecified)	21%	7%	5%	-1.9%	-1%	8%	-0.46	-0.23	0.42	-0.011	7%	-4%
CCc1cccc(NC(=O)Cn2c(-c3ccccc3)cc(C(C)=O)c2C)c1	-1%	10%	0%	-5.0%	5%	-3%	0.63	-0.2	0.19	-0.93	-9%	-4%
COC(=O)c1sccc1NC(=O)c1cc(-c2cc(C)ccc2C)nc2ccccc12	-2%	3%	5%	0.5%	2%	8%	0.14	-0.19	0.56	-0.048	7%	15%
O=C(COC(=O)c1cnc(Cl)c(Cl)c1)Nc1ccc(S(=O)(=O)N2CCCC2)cc1	0%	3%	9%	-4.1%	3%	6%	-0.85	-0.15	-0.78	0.54	8%	-3%
COc1ccc(C)c(NC(=O)C2CC(=O)NC3=C2C(=O)CCC3)c1 (stereo unspecified)	-4%	-1%	7%	-5.7%	-10%	7%	0.48	-0.24	0.08	0.16	-1%	-10%
O=C(NCc1ccccc1)c1onc(CSc2ccccn2)c1C(=O)NCc1ccccc1	5%	6%	·	·	-1%	·	0.052	-0.78	0.13	0.5	-6%	-3%
O=C(NCCO)c1scc2c1OCCO2	9%	2%	10%	-8.6%	-1%	11%	0.68	-0.22	0.64	-0.5	15%	-4%
CCOC(=O)C1(Cc2cccc(OC)c2)CCN(Cc2cc(OC)ccc2OC)CC1	2%	-1%	-2%	-1.4%	1%	7%	-0.043	-0.19	-0.062	0.35	-3%	8%
CCOc1ccccc1C1C(C#N)=C(N)SC(N)=C1C#N	6%	4%	35%	-0.7%	-8%	1%	-0.45	0.15	0.14	0.043	1%	1%
Cc1onc(-c2c(Cl)cccc2Cl)c1C(=O)NC1C(=O)N2C1SC(C)(C)C2C(=O)O (stereo unspecified)	?	6%	-8%	-5.8%	-4%	-4%	0.42	-0.31	0.24	0.085	40%	7%
COc1ccc(-n2ncc3c(NCCCn4ccnc4)ncnc32)cc1	4%	4%	-13%	-1.0%	-1%	-12%	0.34	-0.37	0.081	0.64	9%	7%
CON/C=C(\C=Nc1ccc(Cl)cc1)c1ncc(C(F)(F)F)cc1Cl	1%	-6%	12%	-1.9%	1%	16%	0.069	-0.34	0.25	-0.32	-3%	2%
O=C(COC(=O)c1ccccc1)Nc1ccccc1Br	5%	-3%	-4%	-5.1%	-7%	-7%	-0.41	-0.12	-0.057	-0.45	4%	1%
CC(C)COC(=O)c1ccc(NC(=O)C2C3CCC(C3)C2C(=O)O)cc1 (stereo unspecified)	-1%	0%	6%	-10%	-6%	-7%	-0.34	-0.24	0.18	0.24	32%	7%
COc1ccc(C(=O)c2sc(Nc3ccccc3)c(C(=O)Nc3ccc(OC)c(OC)c3)c2N)cc1	3%	11%	19%	-1.6%	2%	30%	1.2	-0.13	0.86	-0.85	11%	7%
Cc1cc(NC(=O)CCC(=O)N(c2ccccc2)C(C(=O)NC2CCCCC2)c2cccs2)no1 (stereo unspecified)	0%	-6%	7%	-7.5%	-5%	7%	0.0088	-0.2	0.4	0.31	-2%	8%
COc1ccc2[nH]c3c(c2c1)CCC/C3=N\N	6%	8%	·	·	-3%	·	0.15	-0.21	0.21	0.16	6%	-7%
Cc1sc(NC(=O)CSc2ncn(-c3ccccc3)n2)nc1-c1ccccc1	0%	5%	7%	-5.2%	3%	4%	0.28	-0.24	0.14	0.44	0%	7%
Nc1nonc1C(=O)NCCNS(=O)(=O)c1ccc(F)cc1	6%	8%	-7%	1.2%	-10%	4%	-0.57	-0.21	-0.52	0.67	0%	2%
C#CC[N+](C)(C)CCCCCCCC	1%	2%	6%	-7.7%	-4%	9%	0.7	-0.21	0.51	-0.16	-3%	-6%
COc1ccc(N2CCN(C(CNS(=O)(=O)c3ccc4c(c3)OCCO4)c3ccco3)CC2)cc1 (stereo unspecified)	4%	-6%	5%	-14%	5%	6%	0.34	-0.21	0.082	-0.22	-4%	4%
Cc1c(C(=O)OCC(=O)Nc2ccccc2OC(F)F)cccc1[N+](=O)[O-]	2%	6%	7%	-26%	-6%	23%	-0.16	-0.28	-0.39	0.58	-15%	9%
